# Source: PubChem BioAssay
# DSG3 Ab inh – inhibitors of pemphigus antibody binding to human desmoglein-3 | DSG3-coupled beads, scFv-anti-DSG3-GFP binding, flow cytometry; active compounds read low | binding (percent of control), % at 10 µM | actives 0.48% (n = 310,000);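 active means binding more than 3 SD below its plate's average and above zero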;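 further: hits lower antibody fragment binding to DSG3; some compounds called inactive have numbers as strong as hits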
# NSD2 HMT inh – blocks human histone methyltransferase NSD2; NSD2 peptide methylation, AlphaScreen, 120 min; AID 743445; actives 0.54% (n = 310,000); inhibition, % at 12.5 µM; O96028; in the data active means inhibition above about 50%
# PKA-R2B activ – PKA-R2B complex activation | P22694+P31323 | PKA-R2B holoenzyme dissociation, Cy5-IP20 fluorescence polarization; R2B truncated from residue 108, S112A mutant; 0% DMSO only, 100% 113 µM cGMP | activation, % at 11.4 µM | actives 0.079% (n = 340,000) | AID 504700;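 active means activation above a cutoff set at the mean over all compounds plus 3 SD, cut at about 18% in these data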;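 further: higher means more holoenzyme dissociation and a rise in polarization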
# Target sequence (P31323 whole entry, looked up, other chains not shown, the tested form may be a part): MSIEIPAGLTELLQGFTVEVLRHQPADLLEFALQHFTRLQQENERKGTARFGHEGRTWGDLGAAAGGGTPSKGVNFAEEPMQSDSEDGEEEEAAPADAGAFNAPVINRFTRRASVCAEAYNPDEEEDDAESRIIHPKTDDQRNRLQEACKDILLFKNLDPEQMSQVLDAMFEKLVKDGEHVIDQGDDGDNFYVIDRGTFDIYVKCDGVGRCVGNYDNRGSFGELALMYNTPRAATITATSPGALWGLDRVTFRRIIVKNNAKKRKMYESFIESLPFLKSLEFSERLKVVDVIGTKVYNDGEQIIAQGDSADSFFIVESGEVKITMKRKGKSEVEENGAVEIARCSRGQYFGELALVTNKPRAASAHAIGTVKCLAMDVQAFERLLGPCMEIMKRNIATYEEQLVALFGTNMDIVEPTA
# PKA-R1A activ – activates the PKA-R1A holoenzyme complex; PKA-R1A dissociation, Cy5-IP20 fluorescence polarization; scaled: DMSO 0%, 113 µM cGMP 100%; activation, % at 11.4 µM; AID 504707; actives 0.083% (n = 340,000);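 active means percent activation above the mean of all tested compounds plus 3 SD, cut at about 19% in these data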;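 further: higher means more PKAc released from R1A so a rise in polarization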
# Numbers without * were called inactive. This is a subset, so the mix of outcomes need not match the whole.
1: Cc1cccc(OCCNC(=O)c2cc(C3CC3)nc3c2cnn3C(C)C)c1
2: COc1cccc(OC)c1C(=O)NCc1ccco1
3: Cc1ccc(S(=O)(=O)C=CS(=O)(=O)c2ccc(C)cc2)cc1
4: COc1ccccc1C(=O)COC(=O)C1CCN(S(=O)(=O)c2ccccc2)CC1
5: Cc1ccsc1C(=O)NCC(c1cccs1)N1CCOCC1 (centres undefined)
6: CC(C)c1ccc(NC(=O)CN(C)C2=NS(=O)(=O)c3ccccc32)cc1

Screen / compound no.	1	2	3	4	5	6
DSG3 Ab inh	104	103	99	102	97	101
NSD2 HMT inh	0	-2	-1	-5	2	0
PKA-R2B activ	-8	-5	2	1	-9	7
PKA-R1A activ	-5	-13	-1	-8	-5	8

7: COC(=O)c1ccc(CNC(=O)C2CCC(=O)N(CCc3ccccn3)C2)cc1 (centres undefined)
8: O=C1CCC(C(=O)OCC(=O)Nc2ccccc2Br)=NN1
9: COc1cc(C=C(C#N)c2ccc([N+](=O)[O-])cc2)ccc1O
10: COC(=O)c1cc(NC(=O)CC(=O)c2cccc(N)c2)cc(C(=O)OC)c1
11: CC1=NCC(C)c2ccccc21 (centres undefined)
12: Cc1onc(-c2ccccc2)c1-c1nnc(COC(=O)c2ccc(N(C)C)cc2)o1

Screen / compound no.	7	8	9	10	11	12
DSG3 Ab inh	86	101	108	98	109	109
NSD2 HMT inh	-6	0	11	-1	-1	-1
PKA-R2B activ	-14	1	-2	-1	6	4
PKA-R1A activ	2	-2	6	0	4	12

13: Cc1cccc(-n2cnc3cc(C(=O)NCC4CCCO4)ccc32)c1 (centres undefined)
14: O=S(=O)(c1ccc(NC(=S)N2CCCCC2CO)cc1)N1CCOCC1 (centres undefined)
15: CCOC(=O)C1CN(C(=O)OCC)CC1=NNC(N)=O (centres undefined)
16: O=C(NCc1nnnn1-c1ccc(Cl)cc1)c1ccc([N+](=O)[O-])o1
17: O=C(Nc1ccccc1)C1=C(Nc2ccccc2)CSC1
18: CC(=Nc1ccccc1)C1=C(O)C(Cc2ccc(F)cc2)NC1=O (centres undefined)

Screen / compound no.	13	14	15	16	17	18
DSG3 Ab inh	96	101	101	99	103	101
NSD2 HMT inh	0	3	-3	1	4	-2
PKA-R2B activ	-2	-8	4	-12	-8	5
PKA-R1A activ	-11	-6	0	-9	0	9

19: COc1ccc(C)cc1-n1c(SCC(=O)N2CCOCC2)nc2ccccc2c1=O
20: Cc1cc(/C=C(\C#N)C(=O)NCc2ccccc2)c(C)[nH]1
21: CCc1cc(C(=O)OCC(=O)NCCc2ccccc2)sc1C
22: CN(C)CCN(C(=O)C1CCCCC1)c1nc2cc3c(cc2s1)OCCO3
23: CCSc1nnc(NC(=O)C2CCCN(C(=O)c3ccc(Cl)cc3)C2)s1 (centres undefined)
24: COc1ccc(C(C)=NNS(=O)(=O)c2ccc(C)cc2)cc1OC

Screen / compound no.	19	20	21	22	23	24
DSG3 Ab inh	103	98	97	108	95	106
NSD2 HMT inh	2	-3	-3	10	-4	-1
PKA-R2B activ	-1	8	-3	-3	-7	-11
PKA-R1A activ	-6	6	7	0	-1	-2

# Five compounds out of the list above, sorted by their value in PKA-R1A activ, falling:
cpd | smiles | DSG3 Ab inh | NSD2 HMT inh | PKA-R2B activ | PKA-R1A activ
12 | Cc1onc(-c2ccccc2)c1-c1nnc(COC(=O)c2ccc(N(C)C)cc2)o1 | 109 | -1 | 4 | 12
20 | Cc1cc(/C=C(\C#N)C(=O)NCc2ccccc2)c(C)[nH]1 | 98 | -3 | 8 | 6
15 | CCOC(=O)C1CN(C(=O)OCC)CC1=NNC(N)=O (centres undefined) | 101 | -3 | 4 | 0
8 | O=C1CCC(C(=O)OCC(=O)Nc2ccccc2Br)=NN1 | 101 | 0 | 1 | -2
16 | O=C(NCc1nnnn1-c1ccc(Cl)cc1)c1ccc([N+](=O)[O-])o1 | 99 | 1 | -12 | -9

# Next part.
25: CCOC(=O)C1(C(=O)OCC)COC(=O)C1CN1Cc2cc3ccccc3nc2C1 (centres undefined)
26: COc1ccc(S(=O)(=O)N2CCOCC2)cc1C(=O)Nc1cccc(C(=O)NC2CC2)c1
27: NS(=O)(=O)c1ccc(CCNC(=O)C2CCCN2C(=O)c2cccs2)cc1 (centres undefined)
28: O=C(OCCOc1ccccc1)c1cc(S(=O)(=O)N2CCOCC2)c(Cl)cc1Cl
29: COc1ccc(NC(=O)CN(C)C(=O)c2ccc3c(c2)CC(c2ccccc2)OC3=O)cc1 (centres undefined)
30: c1ccc2c(c1)nc(N1CCCCCC1)c1nncn12

Screen / compound no.	25	26	27	28	29	30
DSG3 Ab inh	117	103	98	101	101	102
NSD2 HMT inh	-3	-1	-3	-6	12	-5
PKA-R2B activ	-2	7	-10	6	0	6
PKA-R1A activ	6	0	-8	3	-5	-8

31: O=C(Nc1ccnn1C1CCN(C(=O)c2cccnc2)CC1)c1cccc(F)c1
32: COc1ccc(N2C(=O)CC(Sc3nccc(C)n3)C2=O)c(OC)c1 (centres undefined)
33: CN(C)c1ccc(C(=O)C=Cc2ccc([N+](=O)[O-])cc2)cc1
34: CCn1c(=O)c2[nH]c(SC)nc2n(CC)c1=O
35: COc1cccc2c(=O)c3c(oc12)CCCC3
36: CC(=O)c1sc(NC(=O)CCS(=O)(=O)c2ccc(F)cc2)nc1C

Screen / compound no.	31	32	33	34	35	36
DSG3 Ab inh	105	110	104	108	106	94
NSD2 HMT inh	-1	-2	0	0	1	-1
PKA-R2B activ	12	4	0	-2	-9	-9
PKA-R1A activ	14	-3	-14	0	6	-6

# Entries of single compounds from above. Order of screens: DSG3 Ab inh	NSD2 HMT inh	PKA-R2B activ	PKA-R1A activ
# Entry for CC(=O)c1sc(NC(=O)CCS(=O)(=O)c2ccc(F)cc2)nc1C : 94	-1	-9	-6
# Entry for CCn1c(=O)c2[nH]c(SC)nc2n(CC)c1=O : 108	0	-2	0
# Entry for O=C(Nc1ccnn1C1CCN(C(=O)c2cccnc2)CC1)c1cccc(F)c1 : 105	-1	12	14
# Entry for COc1ccc(N2C(=O)CC(Sc3nccc(C)n3)C2=O)c(OC)c1 (centres undefined) : 110	-2	4	-3
